# High-throughput results from PubChem.
# Runt-CBFb FRET: Runt domain-CBFb interaction inhibition | actives 0.46% (n = 220,000) | Q01196+Q13951 | inhibition, % at 20 µM | Cerulean-Runt/Venus-CBFb FRET ratio 530/480, 1 h | AID 1496;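 active means inhibition over about 50% at 20 µM in the single-dose screen, limit read from the data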;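 further: 0% = DMSO wells and 100% = excess unlabeled CBFb competitor control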
#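 Schedule: protein complex preformed 1 h, compound exposure 1 h, room temperature, dark; test system: Cerulean-labeled Runt domain protein; amount: 100 nM per protein; buffer or medium: Tris 50 mM pH 7.5, KCl, K2SO4, 0.01% BSA; read-out: loss of energy transfer signal; detection: FRET fluorescence; controls: 5 µM unlabeled CBFb as full-inhibition high control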
# Calpain2 inh: blocks pig calpain II enzyme activity; actives 0.37% (n = 220,000); inhibition, % at 16 µM; AID 1236; purified calpain II, fluorogenic peptide substrate, 30 min;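 active means inhibition above about 50%, limit read from the data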
# Runt-SMMHC FRET: blocks binding of human RUNX1 Runt domain to CBFb-SMMHC; Cerulean-Runt/Venus-CBFb-SMMHC FRET ratio 530/480, 1 h; inhibition, % at 20 µM; actives 0.74% (n = 220,000);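 active means mean inhibition across duplicate retests at 20 µM reaching about 50%, limit read from the data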;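 further: 0% = DMSO wells and 100% = wells with excess untagged CBFb-SMMHC; inhibitors lower the FRET ratio by blocking Runt binding to CBFb-SMMHC; some results filed as inactive read as strong as hits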
# p97 inhibitor: human p97 ATPase inhibition | recombinant p97 ATPase, Kinase-Glo ATP luminescence, 3 h | inhibition, % at 8 µM | actives 0.42% (n = 220,000) | AID 1481; in the data active means inhibition above about 15%;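 further: 0% = DMSO vehicle and 100% = wells lacking enzyme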
# Target sequence (P55072 whole entry, looked up): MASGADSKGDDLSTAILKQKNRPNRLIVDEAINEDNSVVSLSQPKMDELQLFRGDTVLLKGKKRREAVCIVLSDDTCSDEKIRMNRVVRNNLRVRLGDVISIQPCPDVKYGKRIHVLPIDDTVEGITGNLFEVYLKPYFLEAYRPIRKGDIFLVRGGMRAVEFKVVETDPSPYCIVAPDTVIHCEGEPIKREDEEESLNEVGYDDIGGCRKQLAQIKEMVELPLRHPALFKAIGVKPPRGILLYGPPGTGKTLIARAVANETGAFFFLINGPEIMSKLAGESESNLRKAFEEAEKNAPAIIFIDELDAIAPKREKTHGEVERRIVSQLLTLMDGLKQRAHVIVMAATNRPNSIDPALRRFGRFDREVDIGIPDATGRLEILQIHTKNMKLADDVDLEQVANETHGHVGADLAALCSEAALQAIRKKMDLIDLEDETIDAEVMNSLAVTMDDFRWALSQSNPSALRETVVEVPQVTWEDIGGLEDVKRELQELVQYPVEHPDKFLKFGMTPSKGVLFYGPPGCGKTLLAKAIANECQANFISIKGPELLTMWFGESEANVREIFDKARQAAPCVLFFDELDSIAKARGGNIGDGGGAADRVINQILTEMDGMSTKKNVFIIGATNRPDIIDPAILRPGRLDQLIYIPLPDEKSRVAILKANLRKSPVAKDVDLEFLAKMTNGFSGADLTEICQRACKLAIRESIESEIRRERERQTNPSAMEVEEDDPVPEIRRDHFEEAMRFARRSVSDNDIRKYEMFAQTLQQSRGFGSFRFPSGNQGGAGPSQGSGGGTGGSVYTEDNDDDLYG
# EBV gp42 block: inhibitors of Epstein-Barr virus glycoprotein 42; AID 1085; actives 0.42% (n = 220,000); Fluorescence polarization binding assay, mP read-out; Q1HVG2; inhibition, % (tested at 21.74 µM); in the data active means inhibition above about 50%
# RBBP9 inh: human RBBP9 hydrolase inhibition | O75884 | recombinant RBBP9, FP-Rh probe fluorescence polarization | inhibition, % at 7.94 µM | actives 0.2% (n = 220,000);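 active means inhibition above the campaign mean of all tested compounds plus 3 SD, cut at about 14% in these data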;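 further: plate controls were DMSO wells with RBBP9 for no effect and wells lacking RBBP9 protein for full effect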
#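 Measured by – fluorescence polarization · Test system – RBBP9 protein · Input – 2.5 µM RBBP9 dispensing solution, before mixing · Measure – percent inhibition from mP, scaled between DMSO and no-protein wells · Benchmarks – DMSO-treated enzyme wells and wells lacking RBBP9 · Times – preincubation 30 min plus labeling 45 min at 25 °C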
# p47phox inh: inhibitors of human p47phox binding | P14598 | p47phox/p22phox peptide binding, fluorescence polarization, 2 h | inhibition, % at 24.7 µM | actives 0.53% (n = 220,000) | AID 1274;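 active means inhibition above about 30%, limit read from the data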;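 further: 0% = p47phox with labelled peptide and 100% = labelled peptide alone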
# Tb hexokinase: T. brucei hexokinase 1 inhibition; recombinant TbHK1, G6PDH-coupled NADH A340; inhibition, % at 10 µM; actives 0.11% (n = 220,000); AID 1430;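 active means inhibition of 50% or more in the single-dose primary screen; inactive means inhibition below 50%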
# Furin inh: blocks human furin protease activity; P09958; purified furin, fluorogenic substrate cleavage; inhibition, % at 30 µM; actives 0.061% (n = 220,000); AID 463115; in the data active means inhibition above about 25%; further: inactives centre near -15
# * = called active by the depositor; x = no result given; & = joins results of further samples; [ ] = dose if it differs, or a comment.
SMILES,Runt-CBFb FRET,Calpain2 inh,Runt-SMMHC FRET,p97 inhibitor,EBV gp42 block,RBBP9 inh,p47phox inh,Tb hexokinase,Furin inh
Cc1ccc(S(=O)(=O)NNC(=O)CCC(=O)Nc2ccccc2)cc1,1,-8,-1,2,-20,2,-10,1,-17[20 µM]
Cc1cc(C(=O)Nc2ccon2)c(C)o1,0,-16,-4,0,-12,-6,-4,-2,-35
COc1cccc(N2CCN(CC(=O)NCc3cccs3)CC2)c1,0,6,0,4,1,-1,-12,-1,-15[20 µM]
COC(=O)c1ccc(COc2ccc(C)cc2[N+](=O)[O-])o1,3,26,-6,5,-9,10,-1,-10,-4
Cc1cc([N+](=O)[O-])ccc1-c1ccc(/C=N/NC(=O)Cc2ccccc2)o1,-25,-25,-63,0,89*,-9,-61,-5,-15
C=CCn1c(SCCCC)nc(O)cc1=O,3&0,-11&-19,0&-1,-4&-1,-3&-6,-6&-6,-34&-44,4&-3,-8&-14
NC(=O)[C@@H]1CCCNc2c(I)cc([N+](=O)[O-])cc2C(=O)N[C@@H](CCC(=O)O)C(=O)N[C@@H](CO)C(=O)N1,-1,1,0,6,-17,-11,-2,-20,-13
CCC1=NN(S(=O)(=O)c2ccc(C)cc2)C(O)(C(F)(F)F)C1 (stereo not given),1,16,-2,-3,8,-8,-4,1,-21
Cc1c(NC(=O)COC(=O)C(c2ccc(Cl)cc2)C(C)C)c(=O)n(-c2ccccc2)n1C (stereo not given),-2,-1,-2,0,-27,-7,-33,-12,7[20 µM]
COc1ccc(CCNC(=O)COC(=O)C23CC4CC(CC(C4)C2)C3)cc1,-2,22,1,-2,-19,0,-7,0,-7
CN(c1ccccc1)S(=O)(=O)c1cccc(NC(=O)c2cncc(Br)c2)c1,1,-4,1,0,0,-15,-12,0,-23
COc1ccc(N2CCN(C(C)C(=O)N3CCCC3)CC2)cc1 (stereo not given),1,22,0,-2,-12,-4,-1,11,-14
Cc1nonc1OCCn1c([N+](=O)[O-])cnc1C,1,-12,0,4,4,-4,-9,-19,-23
O=C(Oc1ccccc1)c1cc2ccccc2oc1=O,-6,-56,-19,3,3,-7,15,-8,-18
CN1CCC(N(C)CC(=O)Nc2cccc(Oc3ccccc3)c2)CC1,-1,-7,1,-3,-21,-10,-2,1,-14
COC(=O)c1sc(S(=O)(=O)NCCC(=O)O)c(C(=O)OC)c1C,1,-14,-1,4,0,-8,-5,5,-6
S=c1nc(-c2ccccc2)[nH]c2ccc(Br)cc12,2,32,0,1,-4,-15,-14,-21,-11
CCCCC1(C(=O)OCC)CC(CSC(=N)N)OC1=O (stereo not given),2,-19,-6,0,-2,0,-8,0,-10
Cc1oc(C(=O)O)cc1COc1ccccc1Cl,1,0,-3,3,-15,-5,0,7,-12[20 µM]
Cc1c(C(N)=O)sc2ncn(CC(=O)N3CCC(C)CC3)c(=O)c12,0,-31,2,1,-16,-4,-5,-11,-9[20 µM]

# Only RBBP9 inh and Runt-CBFb FRET, for 3 of the compounds above:
SMILES	RBBP9 inh	Runt-CBFb FRET
COC(=O)c1ccc(COc2ccc(C)cc2[N+](=O)[O-])o1	10	3
Cc1cc([N+](=O)[O-])ccc1-c1ccc(/C=N/NC(=O)Cc2ccccc2)o1	-9	-25
C=CCn1c(SCCCC)nc(O)cc1=O	-6&-6	3&0

# Additional structures.
SMILES,Runt-CBFb FRET,Calpain2 inh,Runt-SMMHC FRET,p97 inhibitor,EBV gp42 block,RBBP9 inh,p47phox inh,Tb hexokinase,Furin inh
COc1cccc(NC(=O)N2CCN(c3nnnn3-c3ccccc3)CC2)c1,0,9,0,2,-17,0,-5,-2,-19
Cc1nccn1-c1ccc(C(F)(F)F)cc1NC=O,-1,-11,3,1,-22,-10,-1,9,-6
CCCOc1ccc(N2C(=O)CC(NCCCN3CCC(C(N)=O)CC3)C2=O)cc1 (stereo not given),x,x,x,2,x,-10,x,7,-11[20 µM]
O=C1CCCN=C(Nc2ccc(F)c(Cl)c2)S1,-2,9,-6,9,-10,-4,-2,-6,-9
CCN1C(=O)/C(=C2/C=CC=CN2C)SC1=S,0,5,-10,5,-16,-7,-7,-11,5
Cc1ccc(C2=[N+]([O-])C3(CCCCC3=O)N(O)C2(C)C)cc1 (stereo not given),2,-21,2,4,1,5,-9,-9,-24[20 µM]
CCCCCC(=O)Nc1cccc(C2=NOC3(C2)C[C@H](C(N)=O)N(C(=O)CC)C3)c1 (stereo not given in full),1,5,1,x,-9,x,-16,-13,-35
CCN(/C=N/c1sc2c(c1C#N)CC(C)(C)NC2(C)C)CC,2,12,2,3,-13,3,-7,-46,-22[20 µM]
COC(=O)[C@@H]1CC[C@H](C)[C@@H](c2ccc(C)cc2)N1C(=O)c1ccc(/C=N/OC[C@@H](O)COCc2ccco2)cc1,-13,-3,-4,-6,0,-6,-2,-5,-3
CCn1c(CCn2ccnc2C)n[nH]c1=S,0,12,3,4,-13,-4,0,0,-28[20 µM]
COc1cccc(NC(=S)NC2CC(C)(C)NC(C)(C)C2)c1,-1,-11,0,5,-5,0,-14,1,-22
COc1cc(/C=C/C(=O)OCC(=O)NCc2ccco2)ccc1OCC#N,2,-42,-1,1,-21,-6,-9,-6,-16
O=C(NCCc1ccccc1)C(=O)Nc1ccc2c(c1)OCCO2,-1,18,-3,-5,1,-5,-1,-2,-11
CCOc1ccccc1NC(=O)c1nc[nH]c1C(=O)Nc1ccccc1OCC,5,-18,0,3,-17,-10,-18,2,-30
COc1ccc(CCNC(=O)COC(=O)c2cnc(C)cn2)cc1,-1,8,2,2,-21,-4,-2,3,-9[20 µM]
Cc1ccc(/C=C/C(=O)N(Cc2cccs2)C2CCS(=O)(=O)C2)cc1 (stereo not given),-1,4,1,3,-9,-8,-6,-8,-18
CCC(C)NC(=O)COC(=O)Cc1sc(N)nc1-c1ccc(C)cc1 (stereo not given),4,-29,2,1,-8,-7,-18,2,-21
C=CCOC(=O)C1=C(C)Nc2[nH]c(=O)[nH]c(=O)c2C1c1cccc(OC)c1 (stereo not given),2,-6,1,-3,-21,8,-2,-4,-11[20 µM]
O=c1c2ccccc2nnn1Cc1ccccc1Cl,0,-3,-1,-3,4,-10,-3,-9,-21
O=C(Nc1ccccn1)C1(c2cccs2)CCOCC1,0,4,-6,1,-13,3,3,2,-15

# Next part; it opens with the 5 that closed the last part.
SMILES,Runt-CBFb FRET,Calpain2 inh,Runt-SMMHC FRET,p97 inhibitor,EBV gp42 block,RBBP9 inh,p47phox inh,Tb hexokinase,Furin inh
Cc1ccc(/C=C/C(=O)N(Cc2cccs2)C2CCS(=O)(=O)C2)cc1 (stereo not given),-1,4,1,3,-9,-8,-6,-8,-18
CCC(C)NC(=O)COC(=O)Cc1sc(N)nc1-c1ccc(C)cc1 (stereo not given),4,-29,2,1,-8,-7,-18,2,-21
C=CCOC(=O)C1=C(C)Nc2[nH]c(=O)[nH]c(=O)c2C1c1cccc(OC)c1 (stereo not given),2,-6,1,-3,-21,8,-2,-4,-11[20 µM]
O=c1c2ccccc2nnn1Cc1ccccc1Cl,0,-3,-1,-3,4,-10,-3,-9,-21
O=C(Nc1ccccn1)C1(c2cccs2)CCOCC1,0,4,-6,1,-13,3,3,2,-15
OC(CNCc1ccco1)COc1ccccc1 (stereo not given),-1,1,-3,3,-11,-5,-1,4,-17
O=C(CN1CCN(c2ccccn2)CC1)Nc1cccc(C(F)(F)F)c1,-4,1,0,2,-7,-4,-5,-3,-7
CCN1CCCC1CNC(=O)C1CCN(C(=O)c2cc3sccc3n2Cc2ccc(F)cc2)CC1 (stereo not given),-1,-7,1,-1,-3,0,-25,-1,-18
Cc1ccc(CC2CC(=O)N(c3cc(C)on3)C2=O)cc1 (stereo not given),3,-16,1,-7,-8,-6,10,-4,-17
Cc1ccc(C(=O)N/C(=C/c2cccs2)C(=O)NCc2ccco2)cc1,-1,-4,-2,8,22,2,-12,-2,-5
CCOc1ccc2c(c1)C(c1ccc(C)cc1)=NNC(c1ccc(C)cc1)=N2,-4,15,6,-2,2,-7,-8,-4,-22[20 µM]
CCN(CC)c1ccc(/C=C/C(=O)C2C(=O)C=C(C)OC2=O)cc1 (stereo not given),x,-27,-106,2,-75,-14,-196,-8,-8
O=C(c1ccc(CNc2c(NC3CCCCC3)c(=O)c2=O)cc1)N1CCc2ccccc21,0,12,-5,-2,-16,-6,-43,-7,-6
COC(=O)c1ccc(C(=O)OC)c(NC(=O)CN2CCN(c3ccc(OC)cc3)CC2)c1,1,-8,2,0,-10,0,0,-11,-18[20 µM]
CC(C)Oc1ccccc1C1CC(=O)Nc2cc3c(cc21)OCCO3 (stereo not given),0,-37,4,2,-1,-3,-11,1,-18[20 µM]
Clc1ccc(OCCCc2nc(-c3ccncc3)no2)c(Cl)c1,0,-16,1,-2,-13,-3,-13,-2,-11[20 µM]
O=C1C2CC=CCC2C(=O)N1c1n[nH]c(CCc2ccccc2)n1 (stereo not given),-1,0,-2,-4,-7,-8,-1,-3,-13[20 µM]
Cc1cccc(C)c1NC(=O)N1C2CCCC1CC(NC(=O)C(C)(C)C)C2 (stereo not given),0,-30,3,-1,-20,3,-3,1,-22
Cc1ccc(-n2c(SCc3nc4ccccc4c(=O)[nH]3)nnc2-c2ccccc2O)cc1,1,23,0,-6,-6,-12,-3,0,-11
CCn1ncc(C2=NOC(C(=O)NCc3ccc(OC)cc3)C2)c1C (stereo not given),-1,-5,-4,8,-9,5,-12,-4,-9
